# RBBP9 inhibitor – human RBBP9 inhibitors, primary screen, biochemical, fluorescence polarization, FP-Rh probe, HTS. AID 1515, 2009. recombinant RBBP9. 220,000 tested, 0.2% active. inhibition, % at 7.94 µM. Serine hydrolase RBBP9 (Homo sapiens), O75884;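 active means inhibition above the campaign mean of all tested compounds plus 3 SD, cut at about 14% in these data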;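 further: plate controls were DMSO wells with RBBP9 for no effect and wells lacking RBBP9 protein for full effect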
#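 System: RBBP9 protein / Buffer or medium: Tris/NaCl buffer pH 8.0 with 0.1% Pluronic / Probe or stimulus: Serine-hydrolase probe FP-Rh, 375 nM pre-mixing / Dosing: 7.94 µM single dose, 0.794% DMSO / Times: enzyme-compound preincubation 30 min, then probe labeling 45 min, 25 °C / Technique: fluorescence polarization (mP), excitation 525 nm, emission 598 nm / Replication: singlicate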
# NPY Y1 blocker – NPY-Y1 receptor antagonists, primary screen, cell-based. HEK293-CNG Y1 cells, membrane potential fluorescence; NPY at EC95, then isoproterenol. inhibition, % at 3.6 µM. 200,000 tested, 1% active. Neuropeptide Y receptor type 1 (Homo sapiens), P25929;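 active means inhibition above the campaign mean inhibition of all tested compounds plus 3 SD, cut at about 20% in these data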;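 further: 0% = DMSO wells given NPY plus isoproterenol and 100% = isoproterenol alone without NPY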
#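 Material: HEK293 cells with Y1 receptor plus CNG channel; times: compound incubation 1 h at room temperature, readout 45 min post-stimulation; signal: fluorescence, membrane potential probe; read-out basis: fluorescence ratio normalized to % inhibition between controls; benchmarks: full-block control isoproterenol-only wells, zero-block control NPY plus isoproterenol wells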
# Ba/F3 V617F tox – reduced viability of JAK2V617F-dependent Ba/F3 cells, primary screen, JAK2V617F inhibitor project, cell-based, Ba/F3 EpoR-JAK2V617F, luminescence | ATP luminescence | inhibition, % at 5.6 µM | 220,000 tested, 1.1% active;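 active means inhibition above the campaign mean plus 3 SD over all tested compounds, cut at about 24% in these data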;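 further: cytokine-independent growth of Ba/F3 cells driven by EpoR plus mutant JAK2; 0% = DMSO-treated cells and 100% = JAK inhibitor I control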
# S1P4 antag – S1P4 receptor antagonists, primary screen, cell-based | Sphingosine 1-phosphate receptor 4 (Homo sapiens), O95977 | S1P4-expressing cells, antagonist mode, reporter read-out | inhibition, % at 4.98 µM | 220,000 tested, 0.26% active; in the data active means inhibition above about 29%;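 further: 0% = wells stimulated with agonist and 100% = vehicle wells without agonist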
# Target sequence (O95977 whole entry, looked up): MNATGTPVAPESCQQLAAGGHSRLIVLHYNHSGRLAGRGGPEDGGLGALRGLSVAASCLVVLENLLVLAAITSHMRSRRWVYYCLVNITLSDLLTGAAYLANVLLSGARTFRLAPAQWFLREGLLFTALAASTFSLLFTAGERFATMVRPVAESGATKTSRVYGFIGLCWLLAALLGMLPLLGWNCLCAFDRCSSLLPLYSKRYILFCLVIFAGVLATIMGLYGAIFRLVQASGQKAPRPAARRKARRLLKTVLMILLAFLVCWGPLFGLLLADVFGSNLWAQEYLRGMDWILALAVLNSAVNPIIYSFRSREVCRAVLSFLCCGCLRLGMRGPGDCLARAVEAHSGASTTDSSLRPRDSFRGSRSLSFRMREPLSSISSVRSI
# S1P4 ag – S1P4 receptor agonists, primary screen, cell-based. Sphingosine 1-phosphate receptor 4 (Homo sapiens), O95977. S1P4-expressing cell line, agonist reporter assay. activation, % at 4.98 µM. 220,000 tested, 0.35% active. AID 1509, 2009; in the data active means activation above about 11%;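 further: 0% = DMSO vehicle and 100% = reference agonist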
# Runt-CBFb FRET – inhibitors of RUNX1 Runt–CBFb binding, primary screen, biochemical, FRET, Cerulean-Runt, Venus-CBFb, uHTS; Runt-related transcription factor 1 (Homo sapiens) + Core-binding factor subunit beta …; Cerulean-Runt/Venus-CBFb FRET ratio 530/480, 1 h; inhibition, % at 20 µM; 220,000 tested, 0.46% active; AID 1496, 2009;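 active means inhibition over about 50% at 20 µM in the single-dose screen, limit read from the data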;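 further: 0% = DMSO wells and 100% = excess unlabeled CBFb competitor control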
# Target sequence (Q01196 whole entry, looked up): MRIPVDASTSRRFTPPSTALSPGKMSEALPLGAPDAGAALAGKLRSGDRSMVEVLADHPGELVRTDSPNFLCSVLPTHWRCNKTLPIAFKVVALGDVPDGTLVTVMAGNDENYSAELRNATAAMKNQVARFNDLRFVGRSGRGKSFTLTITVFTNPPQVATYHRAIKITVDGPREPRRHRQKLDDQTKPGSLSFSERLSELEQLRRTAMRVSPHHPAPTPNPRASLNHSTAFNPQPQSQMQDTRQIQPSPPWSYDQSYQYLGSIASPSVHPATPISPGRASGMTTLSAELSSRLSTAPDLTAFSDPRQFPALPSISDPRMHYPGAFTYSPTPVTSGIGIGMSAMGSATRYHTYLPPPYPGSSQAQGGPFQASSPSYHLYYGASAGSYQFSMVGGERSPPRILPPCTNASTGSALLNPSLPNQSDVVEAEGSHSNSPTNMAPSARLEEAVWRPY
# Target sequence (Q13951 whole entry, looked up): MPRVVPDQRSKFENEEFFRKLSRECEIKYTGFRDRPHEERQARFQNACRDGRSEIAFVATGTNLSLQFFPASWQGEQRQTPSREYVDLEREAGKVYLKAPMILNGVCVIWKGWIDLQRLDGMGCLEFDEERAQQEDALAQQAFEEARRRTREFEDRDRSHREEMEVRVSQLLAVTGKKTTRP
#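 Doses: 20 µM compound in 1% DMSO | Material: Cerulean-labeled Runt domain protein | Amount: Each fluorescent fusion protein 100 nM | Schedule: Two 1 h room-temperature incubations shielded from light | Measured by: FRET fluorescence | Evaluation: Loss of energy transfer signal | Controls: Unlabeled CBFb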
# NPY2 pot ag – NPY-Y2 potentiators or agonists, primary screen, cell-based. 220,000 tested, 0.45% active. activation, % at 3.6 µM. cells expressing NPY-Y2, potentiator/agonist read-out. Neuropeptide Y receptor type 2 (Homo sapiens), P49146; in the data active means activation above about 27%;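 further: cells stimulated with NPY near EC25 plus isoproterenol at EC100; 0% = vehicle plus submaximal agonist and 100% = vehicle plus saturating agonist; some results beyond the cut were filed as inactive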
# NPY-Y1 PAM-ag – NPY-Y1 receptor potentiators or agonists, primary screen, cell-based | Neuropeptide Y receptor type 1 (Homo sapiens), P25929 | NPY-Y1 expressing cells, potentiator/agonist activation | activation, % at 3.6 µM | 220,000 tested, 0.37% active | AID 1304, 2008; in the data active means activation above about 33%, passing the limit was not always enough;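 further: cells stimulated with NPY at EC10 then isoproterenol at EC100; 0% = low agonist plus stimulus and 100% = saturating agonist plus stimulus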
# BaF3 tox – parental Ba/F3 cell viability inhibition, counter-screen for JAK2V617F inhibitor project, murine pro-B, CellTiter-Glo luminescence | inhibition, % at 5.6 µM | CellTiter-Glo ATP luminescence | 220,000 tested, 1.1% active;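 active means inhibition above a per-campaign cutoff, the mean inhibition of all tested compounds plus 3 SD, cut at about 27% in these data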;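 further: 0% = DMSO wells and 100% = JAK Inhibitor I control wells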
# * = called active by the depositor; . = no result given.
SMILES,RBBP9 inhibitor,NPY Y1 blocker,Ba/F3 V617F tox,S1P4 antag,S1P4 ag,Runt-CBFb FRET,NPY2 pot ag,NPY-Y1 PAM-ag,BaF3 tox
Cc1ccccc1SCC(=O)OCC(=O)Nc1ccc(N(C)C)cc1,-12,1,0,-15,1.1,3,-15,-22,0
Cn1cccc1CC(=O)N/N=C/C(Cl)=C/c1ccccc1,-11,-4,0,-2,-0.2,-3,4,-15,6
CC(=O)Nc1ccc(/C(C)=N/Nc2nc(Nc3cccc4ccccc34)nc(N3CCOCC3)n2)cc1,-6,-5,-2,-5,-2.1,-1,3,-25,3
CCOC(=O)Nc1ccc(S(=O)(=O)N2CCOCC2)cc1,-3,-4,-4,-7,0.5,0,12,-10,-2
NS(=O)(=O)c1ccc(Nc2nc(-c3ccc(O)cc3O)cs2)cc1,-6,-2,3,-10,1.0,4,0,-8,6
CCOc1ccccc1NC(=O)N1CCCC(c2nc(-c3ccc(C)o3)no2)C1 (configuration not stated),-7,-1,0,-20,1.9,-4,-7,-6,9
CN(C)c1ncnc(N(C)C)c1[N+](=O)[O-],-6,.,-1,-4,-1.7,-2,0,-12,-2
CC(NC(=O)CCCCCN1C(=O)c2ccccc2C1=O)c1ccc2c(c1)CCCC2 (configuration not stated),-12,5,-4,1,-1.6,-3,-22,-26,5
CCOC(=O)c1ccc(Nc2ncccc2[N+](=O)[O-])cc1,-4,1,-3,4,1.4,-3,-8,1,-1
O=C(OC(c1ccccc1)c1nccc2ccccc12)c1cccc([N+](=O)[O-])c1 (configuration not stated),-4,14,-2,2,-0.5,0,-8,-31,0
O=C1c2ccccc2C(=O)N1CCSc1n[nH]c(=S)s1,2,2,0,11,-0.1,17,-1,21,1
O=C(Cc1c[nH]c2ccccc12)NCc1cccs1,-8,1,3,-17,0.7,0,1,-8,3
Cc1ccc(C2C(C(=O)c3sc(C)nc3C)=C(O)C(=O)N2CCN(C)C)o1 (configuration not stated),-7,-3,-2,-2,1.2,0,7,-1,2
COc1ccccc1NC(=O)COc1ccc(C(=O)OCC(=O)N(C(C)C)C(C)C)cc1OC,-17,4,2,-7,-3.5,-4,-16,-23,3
CCc1nnc(NC(=O)CSc2nnc(CSc3nc(C)cc(C)n3)n2C)s1,-4,-1,0,7,-0.2,-3,-6,13,2
CC(=O)N[C@@H](Cc1ccc(OC(F)(F)F)cc1)C(=O)O,3,.,-6,10,-0.5,1,-8,-33,0
COc1ccc(-c2ccc(C#N)c(SCC(=O)NCc3ccco3)n2)cc1OC,-5,.,-3,14,-0.4,10,-18,19,3
COc1ccc(/C=N/OCC(=O)N2CC3(C)CC2CC(C)(C)C3)cc1 (configuration not stated),-3,6,-1,-6,-0.3,-6,-6,-6,9
COCc1cc(=O)[nH]c(/N=C(\N)Nc2cccc(C)c2)n1,-3,8,4,6,-1.7,1,-10,-12,9
CCCOc1ccc(C(=O)NC(=S)Nc2nc(C)c(C(=O)N(C)C)s2)cc1,-3,-1,-3,-1,1.7,0,4,15,3
O=C(NCCCO)c1ccc2[nH]c3ccccc3c2c1,-8,-3,0,2,-0.4,-1,9,9,-1
CC1CCC(C(C)C)C(OC(=O)COC(=O)c2ccc(=O)[nH]c2)C1 (configuration not stated),-2,7,0,10,0.5,-10,5,-6,2
CN1C(=O)NC(c2ccccc2)C2=C1CN(c1ccc3ccccc3c1)C2=O (configuration not stated),-6,7,-2,-14,0.7,-1,9,-3,1
CCCCn1c(=N)n(CC(=O)c2ccc([N+](=O)[O-])cc2)c2ccccc21,0,-1,0,-15,-1.1,29,-8,-29,1
CCN(Cc1ccccc1)S(=O)(=O)c1nc2nc(C)c(C)c(C)n2n1,-11,2,-1,0,-1.5,0,7,-3,6
CCOC(=O)c1[nH]c2ccc(C)cc2c1NC(=O)CN1CCCCC1,8,-4,-3,-10,0.9,0,-11,-8,3
CCCN1CN(Cc2ccccc2)CNC1=S,0,-1,-4,-2,1.7,-5,2,15,2
Cc1cc(C)c2nc(C(F)(F)F)nc(N3CCN(C(=O)c4ccco4)CC3)c2c1,-1,4,-1,-20,-1.2,-6,1,4,4
Cc1ccc(C(=O)c2c(NC(=O)CSc3nnc(N)s3)sc3c2CCCC3)cc1,-5,3,1,-18,-0.5,1,-1,1,2
Cc1ccc(NC(=O)CCC(=O)OCC(=O)c2ccc(Oc3ccc([N+](=O)[O-])cc3)cc2)cc1,-4,-3,-2,-19,0.6,-2,-3,6,2
CN(C)CCNc1oc(COc2cccc(Cl)c2)nc1C#N,-11,-2,-2,0,-0.4,-1,-9,-22,0
O=C(CNS(=O)(=O)c1ccc(Br)s1)Nc1ccc2c(c1)OCCO2,-3,15,-1,9,-1.0,-1,0,-14,2
O=S(=O)(c1ccccc1)c1nc(-c2cccs2)oc1NCC1CCCO1 (configuration not stated),-3,-3,-1,-10,0.5,0,-1,13,5
CC(C)N1C/C(=C/c2ccsc2)C(=O)/C(=C/c2ccsc2)C1,-11,3,-1,8,-0.5,0,-2,-29,-1
CCC(=O)n1nc(-c2cccnc2)nc1NCc1ccc(F)cc1,-8,2,2,17,-1.2,-2,-1,9,6
CCOC(=O)CNC(=O)CSc1nnc(-c2ccncc2)n1-c1ccc(Cl)cc1,-2,0,0,2,1.0,.,3,11,-2
CC(=O)C1=C(O)C(=O)N(c2nnn(C)n2)C1c1cccs1 (configuration not stated),-2,0,-2,-3,-2.5,2,-8,1,10
COCCCNC(=O)c1c(F)c(F)c(F)c(F)c1F,1,-8,-2,-14,0.8,-3,15,14,6
CCCCCCCCCCSc1n[nH]c(NC(C)=O)n1,1,14,-3,-6,-5.4,2,7,-8,-1
O=C(C1=C[C@H](c2ccc(Br)cc2)C[C@H](OCc2ccc(CO)cc2)O1)N1CCN(Cc2ccc3c(c2)OCO3)CC1,-13,-4,2,19,-0.4,-2,15,18,-2
CCCc1ccc(-c2cc(NC(=O)CSc3nnc(N)s3)n(-c3ccccc3)n2)cc1,-11,-6,0,-12,0.4,-11,9,20,11
Cc1cc(Nc2ccccc2O)c2ccccc2n1,-4,8,-1,8,-0.1,.,-8,4,7
CC1CN(S(=O)(=O)c2ccc(C(=O)Nc3nnc(-c4ccccn4)o3)cc2)CC(C)O1 (configuration not stated),-9,-2,0,7,0.9,-1,7,1,-3
C/C(CCc1ccccc1)=N\NC(=O)c1ccccc1[N+](=O)[O-],-10,0,-4,-8,0.5,-2,9,-9,-1

# 15 entries from above, with bars between the fields.
SMILES | RBBP9 inhibitor | NPY Y1 blocker | Ba/F3 V617F tox | S1P4 antag | S1P4 ag | Runt-CBFb FRET | NPY2 pot ag | NPY-Y1 PAM-ag | BaF3 tox
Cc1ccc(NC(=O)CCC(=O)OCC(=O)c2ccc(Oc3ccc([N+](=O)[O-])cc3)cc2)cc1 | -4 | -3 | -2 | -19 | 0.6 | -2 | -3 | 6 | 2
CN(C)CCNc1oc(COc2cccc(Cl)c2)nc1C#N | -11 | -2 | -2 | 0 | -0.4 | -1 | -9 | -22 | 0
O=C(CNS(=O)(=O)c1ccc(Br)s1)Nc1ccc2c(c1)OCCO2 | -3 | 15 | -1 | 9 | -1.0 | -1 | 0 | -14 | 2
O=S(=O)(c1ccccc1)c1nc(-c2cccs2)oc1NCC1CCCO1 (configuration not stated) | -3 | -3 | -1 | -10 | 0.5 | 0 | -1 | 13 | 5
CC(C)N1C/C(=C/c2ccsc2)C(=O)/C(=C/c2ccsc2)C1 | -11 | 3 | -1 | 8 | -0.5 | 0 | -2 | -29 | -1
CCC(=O)n1nc(-c2cccnc2)nc1NCc1ccc(F)cc1 | -8 | 2 | 2 | 17 | -1.2 | -2 | -1 | 9 | 6
CCOC(=O)CNC(=O)CSc1nnc(-c2ccncc2)n1-c1ccc(Cl)cc1 | -2 | 0 | 0 | 2 | 1.0 | . | 3 | 11 | -2
CC(=O)C1=C(O)C(=O)N(c2nnn(C)n2)C1c1cccs1 (configuration not stated) | -2 | 0 | -2 | -3 | -2.5 | 2 | -8 | 1 | 10
COCCCNC(=O)c1c(F)c(F)c(F)c(F)c1F | 1 | -8 | -2 | -14 | 0.8 | -3 | 15 | 14 | 6
CCCCCCCCCCSc1n[nH]c(NC(C)=O)n1 | 1 | 14 | -3 | -6 | -5.4 | 2 | 7 | -8 | -1
O=C(C1=C[C@H](c2ccc(Br)cc2)C[C@H](OCc2ccc(CO)cc2)O1)N1CCN(Cc2ccc3c(c2)OCO3)CC1 | -13 | -4 | 2 | 19 | -0.4 | -2 | 15 | 18 | -2
CCCc1ccc(-c2cc(NC(=O)CSc3nnc(N)s3)n(-c3ccccc3)n2)cc1 | -11 | -6 | 0 | -12 | 0.4 | -11 | 9 | 20 | 11
Cc1cc(Nc2ccccc2O)c2ccccc2n1 | -4 | 8 | -1 | 8 | -0.1 | . | -8 | 4 | 7
CC1CN(S(=O)(=O)c2ccc(C(=O)Nc3nnc(-c4ccccn4)o3)cc2)CC(C)O1 (configuration not stated) | -9 | -2 | 0 | 7 | 0.9 | -1 | 7 | 1 | -3
C/C(CCc1ccccc1)=N\NC(=O)c1ccccc1[N+](=O)[O-] | -10 | 0 | -4 | -8 | 0.5 | -2 | 9 | -9 | -1
